# GPT2 inhibitor: Primary qHTS assay for inhibitors of Glutamate pyruvate transaminase 2 (GPT2); hit rate 0.25% among 100,000; AID 1671188, 2021; Potency, µM (titrated, usually from 57.7 µM), for the others: top-dose activity change, negative = inhibition, actives largely listed as inhibitors; Alanine aminotransferase 2 (Homo sapiens), Q8TD30; Recombinant GPT2, coupled pyruvate oxidase/HRP Amplex Red fluorescence; note: potency is the fitted concentration of half-maximal effect; nearly all actives have a fitted effect of over 60% in size; many of its hits are not listed in these tables
# Target sequence (Q8TD30 whole entry, looked up): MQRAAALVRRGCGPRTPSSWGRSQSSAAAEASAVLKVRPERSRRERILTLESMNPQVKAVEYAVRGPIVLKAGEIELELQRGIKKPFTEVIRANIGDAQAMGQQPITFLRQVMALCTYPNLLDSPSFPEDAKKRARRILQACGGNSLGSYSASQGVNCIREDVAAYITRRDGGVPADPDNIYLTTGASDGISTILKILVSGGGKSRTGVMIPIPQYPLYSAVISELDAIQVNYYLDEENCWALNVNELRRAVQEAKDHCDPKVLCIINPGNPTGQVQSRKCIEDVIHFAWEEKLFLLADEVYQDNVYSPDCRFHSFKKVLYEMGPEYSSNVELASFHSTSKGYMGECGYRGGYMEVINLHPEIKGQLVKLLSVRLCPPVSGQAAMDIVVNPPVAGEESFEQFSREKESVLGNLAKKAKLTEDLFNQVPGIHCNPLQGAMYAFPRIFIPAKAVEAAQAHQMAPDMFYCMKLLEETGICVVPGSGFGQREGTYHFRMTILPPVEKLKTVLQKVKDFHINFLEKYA
#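 GPT2 10ng/uL, a-KG 250uM, L-Ala 2mM, HEPES pH7.5 + 0.0001% Tween; 30 min RT. Then Amplex mix (PO/HRP/ThPP), 30 min RT dark, fluorescence. AOA 50uM used as positive control.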
# HEK293 tox: Cytotoxic Profiling in HEK 293 Cell Line of Diverse Libraries Using Quantitative High-Throughput Screening; HEK 293 viability, ATP luminescence (CellTiter-Glo), 48-72 h; Potency, µM (doses to about 115 µM), for inactives: at the highest dose activity change, negative = cytotoxicity, most hits filed as inhibitors; hit rate 6.6% among 94,000; AID 1345083, 2018; note: potency is the fitted concentration of half-maximal effect; nearly all actives have a fitted effect of over 60% in size
#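 Cells seeded first (HEK 293, 250 cells/well), then compound added by pintool. Incubation ran 48 or 72 hr at 37 degree Celsius. CellTiter-Glo was added and luminescence imaged after 10 min at room temperature.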
# IP6K1 inhibitor: Primary qHTS assay for small molecule inhibitors of Inositol hexaphosphate kinase 1 (IP6K1). Inositol hexakisphosphate kinase 1 (Homo sapiens), Q92551. IP6K1 kinase, ADP-Glo luminescence, 2 h; active compounds read low. activity change, % (series mostly up to about 58 µM). hit rate 0.81% among 140,000. AID 1645851, 2021; in the data active = activity change below about -25%
# Target sequence (Q92551 whole entry, looked up): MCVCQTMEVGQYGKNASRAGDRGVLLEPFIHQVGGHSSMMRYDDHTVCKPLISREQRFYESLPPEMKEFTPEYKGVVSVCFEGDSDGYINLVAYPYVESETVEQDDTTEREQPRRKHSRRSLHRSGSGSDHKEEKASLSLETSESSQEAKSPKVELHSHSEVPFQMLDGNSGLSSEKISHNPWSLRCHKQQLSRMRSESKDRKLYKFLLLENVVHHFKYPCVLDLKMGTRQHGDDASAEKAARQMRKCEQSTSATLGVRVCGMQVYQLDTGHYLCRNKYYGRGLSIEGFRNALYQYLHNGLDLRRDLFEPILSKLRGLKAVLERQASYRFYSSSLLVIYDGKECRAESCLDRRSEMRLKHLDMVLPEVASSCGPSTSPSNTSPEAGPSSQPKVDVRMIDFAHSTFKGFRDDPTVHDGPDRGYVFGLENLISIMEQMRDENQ
#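 ADP-Glo luminescence measures ADP made by human IP6K1 during a 2 h RT reaction with ATP/IP6 (mix at 1.3 mM/130 uM); top library doses 57.5 and 19.1 uM final.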
# SNCA viab count: GF-AFC viability counterscreen for inhibitors of alpha-synuclein gene (SNCA) expression; Potency, µM (doses to about 57.1 µM), without a hit: at the top dose activity change, negative = cytotoxicity, most hits filed as cytotoxic; hit rate 0.12% among 150,000; HEK-293-SNCA-luc viability, GF-AFC fluorescence, 24 h;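 note: potency is the fitted concentration of half-maximal effect; 0% = DMSO-treated cells and -100% = medium-only wells without cells; nearly all actives have a fitted effect of over 30% in size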
#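 Cytotoxicity counterscreen: after 24 h compound treatment of genome-edited SNCA-luciferase HEK-293 cells, live-cell protease substrate GF-AFC read by fluorescence after 30 min; activity scaled between DMSO (0%) and medium-only (-100%), curves Hill-fitted.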
# FLuc inh: Firefly luciferase inhibition profiling of diverse chemical library using quantitative high-throughput screening; Potency, µM (series often up to 115 µM), for inactives: at the highest dose activity change, negative = inhibition, hits mostly inhibitors; hit rate 2.5% among 76,000; purified P. pyralis luciferase, luminescence, biochemical; AID 1347043, 2019; note: potency is the fitted concentration of half-maximal effect; nearly all actives have a fitted effect of over 65% in size
#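 Purified P. pyralis luciferase (10nM final) in 50mM Tris acetate pH 7.5, 10mM Mg acetate, 0.01% Tween-20, 0.05% BSA with 10uM D-luciferin and 10uM ATP. Compounds titrated qHTS. Luminescence imaged on CCD.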
# SNCA expr inhib: Primary qHTS assay for inhibitors of alpha-synuclein gene (SNCA) expression; HEK-293 SNCA-luciferase knock-in, luminescence, 24 h; Potency, µM (doses to about 57.2 µM), for inactives: at the highest dose activity change, negative = inhibition, usual class: inhibitors; hit rate 0.17% among 140,000;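 note: potency is the fitted concentration of half-maximal effect; plate controls were DMSO cells for no effect and cell-free wells for full effect; nearly all actives have a fitted effect of over 45% in size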
# 3T3 cytotox: Cytotoxic Profiling in NIH 3T3 Cell Line of Diverse Libraries Using Quantitative High-Throughput Screening | NIH 3T3 viability, CellTiter-Glo ATP luminescence, 48-72 h | Potency, µM (top dose mostly 96.7 µM), for the others: at the highest dose activity change, negative = cytotoxicity, usual class: inhibitors | hit rate 4.3% among 94,000 | AID 1345082, 2018; note: potency is the fitted concentration of half-maximal effect; nearly all actives have a fitted effect of over 55% in size
#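 Mouse fibroblast NIH 3T3 cells, 400 per well, received compound via pintool and were incubated for 48 or 72 hr prior to CellTiter-Glo ATP luminescence measurement.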
# Starred values were filed as active, the others as inactive; i = inactive; ? = inconclusive; · = no result given; & = joins results of further samples; [ ] = another dose, or the depositor's remark. Unless noted, calls come from the whole dose curve; as a rule, active = well fitted curve in the direction sought with a large enough effect; inconclusive = small, poorly fitted or top-dose-only effect, or another doubt; inactive = no such curve, though single readings can be large; an effect the other way counts as inactive or inconclusive. Unless noted, % is set by controls: 0 for no effect and ±100 for the full control effect.
SMILES,GPT2 inhibitor,HEK293 tox,IP6K1 inhibitor,SNCA viab count,FLuc inh,SNCA expr inhib,3T3 cytotox
O=c1c2c3c(nn2ccn1Cc1cccc(C(F)(F)F)c1)CCCC3,0.0%,?,-10.3,-2.9%,0.8%,-12.4%,?
Cc1ccc(C(=O)N2C[C@@H](CO)[C@H](c3ccccn3)C2)c(=O)[nH]1,2.4%,3.4%,9.7,8.5%,0.0%,-14.8%,-6.7%
O=C(C1CCCC1)N1CC2CC(C1)[C@H]1CCCC(=O)N1C2 (some centres undefined),-13.9%,-1.4%,-4.3,0.8%,11.0%,-5.3%,i
C/C=C(\C)C(=O)O[C@H]1C=C(CO)C(=O)[C@H](OC(C)=O)[C@H]1C(C)C,i,·,1.2,?,·,·,·
Cc1cccc(C)c1NC(=O)CCCN1C(=O)CCn2nc(-c3cn(C)c4ccccc34)cc21,·,·,11.7,13.6%,·,-16.5%,·
CCc1cccc(NC(=O)CC2CCCN(c3cn[nH]c(=O)c3)C2)c1 (centres undefined),i,?,2.8,7.0%,-7.0%,21.2%,-22.1%
O=C(O)CCc1c(C(=O)O)[nH]c2cc(Cl)cc(Cl)c12,3.0%[27.3 µM],·,1.5,-4.6%[23.9 µM],·,·,·
CCOc1ccc(C(=O)N2CCN(c3cc(-c4ccc(Cl)cc4)[nH]n3)CC2)cc1OCC,-15.0%,20µM*,-3.2,?,1.1%,?,22.4µM*
Cn1nccc1C(=O)N1CCCN(S(C)(=O)=O)c2ccccc21,i,i,-12.9,3.0%,21.0%,-2.9%,i
Cc1ccccc1CNC(=O)C1CCCN(C(=O)c2ccccc2)CCC(=O)NCC1 (centres undefined),-2.4%,i,1.7,0.6%,-7.4%,-10.8%,i
Cc1nn(-c2ccccc2)c2c1C(C)N(CC1CN(Cc3cccc(C(F)(F)F)c3)C1)C2=O (centres undefined),·,28.2µM*,3.7,·,·,·,?
CC(C)N(Cc1cccc(N2CCN(C(=O)c3c(Cl)cccc3Cl)CC2)c1F)[S+](C)(=O)[O-],·,79.4µM*,-13.8,·,·,·,?
CCCNC(=O)c1ccc(Cn2c(=O)c3cccn3c3cccnc32)cc1,·,·,29.4,-1.8%,·,-15.4%,·
O=C(c1ccccc1)N1CCC(N(Cc2cccnc2)C2CCOCC2)CC1,i,-15.6%,0.0,8.0%,-7.3%,-23.9%,-33.5%
Cc1ccc(NC(=O)C2CCN(c3cc(C(F)(F)F)ncn3)CC2)cc1Cl,i,?,14.4,-14.6%,0.0%,-8.9%,17.8µM*
CN(Cc1cccc2ccccc12)Cc1cccn1C,2.1%[88.5 µM],?,9.6&-2.8,4.6%&1.8%[87.6 µM],2.0%&-3.0%[172 µM],21.7%&11.3%[87.6 µM],-24.0%&-14.6%[138 µM]
COCCCNC(=O)C1CCCN1c1nccc(Nc2ccccc2F)n1 (centres undefined),i,i,2.0,?,·,5.9%,0.4%
CCN1CC2(CCN(Cc3cc4c(cc3OC)OCCCO4)CC2)OC1=O,-14.7%,-2.1%,14.4,-2.5%,10.4%,-21.8%,-13.0%
CC(=O)N1CCC2(CC1)CN(C(=O)c1ccc(Cl)cc1)CCO2,1.2%,?,-0.4,-3.5%,·,25.8%,i
CC(CO)NS(=O)(=O)c1cccc(C(=O)NCCc2ncnn2C)c1 (centres undefined),0.4%,i,5.9,1.3%,2.6%,?,0.9%
Cc1noc(C)c1[S+](=O)([O-])N1CCC2(CC1)C(=NC1CCCCC1)NC(=O)N2c1cccnc1,i,2.2%,0.0,3.2%,5.3%,-4.4%,2.9%
COc1cc(NC(=O)c2ccc(Cn3ccn4nc5c(c4c3=O)CCCC5)cc2)cc(OC)c1OC,-25.3%,?,4.7,-22.1%,2.0%,23.8%,?
CC(=O)N1CCC(Cc2ccc(C(=O)NC3CC3)cc2)CC1,-10.1%,-1.1%,-10.8,3.8%,4.3%,-4.6%,-3.5%
Cc1ccc(OCC(=O)Nc2cc(-c3nc4ccccc4[nH]3)ccc2C)c(C)c1,·,·,-7.4,9.6%,·,-20.5%,·
Cc1cnc(CC2CCN(Cc3cccc(F)c3)C2)n1CC1CC1 (centres undefined),1.1%,?,-1.0,-19.5%,·,12.6%,?
SMILES,GPT2 inhibitor,HEK293 tox,IP6K1 inhibitor,SNCA viab count,FLuc inh,SNCA expr inhib,3T3 cytotox
Cc1ccc(OCc2nc(-c3ccc(C(=O)N4CCN(c5ccc(Cl)cc5)CC4)cc3)oc2C)cc1,·,·,-5.7,-4.0%,·,-5.8%,·
COc1cccc(CNC(=O)C(NS(=O)(=O)c2ccc3nc(C)sc3c2)C(C)C)c1 (centres undefined),·,·,-5.0,-11.3%,·,?,·
CSc1cccc(NC(=O)N2CCC(c3cc(-c4cccc(C)c4)n[nH]3)CC2)c1,?,44.7µM*,4.8,?,-15.8%,?,17.8µM*
COc1ccc(S(=O)(=O)N2CCC3(CC2)CC(CC(=O)NC2CC2)CCO3)cc1 (centres undefined),?,-10.2%,13.1,2.3%,4.7%,15.0%,2.4%
O=C(Nc1cccc(F)c1)N1C[C@@H]2C[C@H](C1)c1c(-c3ccc4ccccc4c3)ccc(=O)n1C2,-53.1%,?,-9.7,-7.3%,-17.8%,38.5%[activator],?
CCn1cc(S(=O)(=O)c2ccccc2)c(=O)c2cc(F)c(N3CCCC3)cc21,·,·,7.7,4.5%,·,26.0%,·
O=C1CN(Cc2ccc(-c3cc(F)cc(F)c3)cc2)CCN1c1cc(Cl)ncn1,?,?,10.1,0.6%,-10.7%,-11.0%,?
CC(C)CN1C(=O)c2cccn2CC1CNC(=O)CC1CCCC1 (centres undefined),i,-9.4%,23.0,-5.0%,-3.9%,-25.5%,-7.3%
CN1CCCCCC(O)c2cc(C(=O)NC3CCN(Cc4ccccc4)CC3)ccc21 (centres undefined),2.9%,11.2µM*,2.8,?,-11.0%,-20.2%,?
C=C1C(=O)OC2/C=C(\C)CC/C=C(\C=O)C(OC)C(OC(=O)C(C)CC)C12 (centres undefined),4.1%[27.3 µM],·,9.8,?,·,·,·
Cc1cc(C)n(Cc2cc(C(=O)N3C[C@H]4CC[C@H]3C4)n[nH]2)n1,i,-6.0%,4.5,-11.8%,-7.8%,-18.9%,i
c1cncc(CN2CCn3c(nnc3-c3ccncc3)C2)c1,4.3%[88.5 µM],-3.4%&3.0%[172 µM],2.3&-1.7,3.2%&4.2%[87.6 µM],·,-6.6%&22.1%[87.6 µM],0.7%[138 µM]
Cc1cccc(NC(=O)N2CCC3(CC2)CC(N(C(=O)NC(C)C)C2CC2)CCO3)c1 (centres undefined),i,-12.8%,-0.4,-4.9%,-0.1%,5.9%,?
CCOCCCNC(=O)c1cc2c(-c3ccc(OC)c(OC)c3)nn(C)c2s1,·,·,16.9,-17.1%,·,34.6%[activator],·
COC1(C(F)(F)F)NC(=O)N(c2ccc(F)cc2)C1=O (centres undefined),·,·,3.5,-19.1%,·,?,·
O=C(c1n[nH]c2ccccc12)N1CCC(OCCOc2ccc(F)cc2)CC1,i,?,8.5,6.5%[12.5 µM],?,-7.8%,?
Cc1ccc(-c2cc(-c3coc4ccccc4c3=O)c3c(n2)-c2cc(Cl)ccc2OC3)cc1,·,·,-2.5,1.4%,·,-16.4%,·
CCC(=O)Oc1cc(C(C)(C)C)cc2cc(-c3nc(-c4ccc(OC)cc4OC)no3)c(=O)oc12,·,·,55.7,9.2%,·,14.6%,·
CCOC(=O)c1c(S(=O)(=O)N2CCCC(C(=O)NCc3ccccc3Cl)C2)c(C)n(C)c1C (centres undefined),·,·,6.0,-2.5%,·,-11.8%,·
CCOc1ccc(-c2cc3c(=O)n(CCNC(=O)c4ccc(C#N)cc4)ccn3n2)cc1,i,i,-8.2,-0.8%,?,29.9%,-2.7%
CSc1nc(NCCOC(C)=O)c(C#N)c(-c2ccc(C(C)(C)C)cc2)n1,·,·,2.6,-4.6%,·,-9.8%,·
C=CCNC(=O)c1coc(COc2ccc3c(c2)C(c2cccc(F)c2)N(C(=O)C2CC2)CC3)n1 (centres undefined),-6.4%,?,-13.9,2.8%,-6.7%,-12.6%,?

# Of the compounds above, these have an aryl methoxy group.
SMILES,GPT2 inhibitor,HEK293 tox,IP6K1 inhibitor,SNCA viab count,FLuc inh,SNCA expr inhib,3T3 cytotox
CCN1CC2(CCN(Cc3cc4c(cc3OC)OCCCO4)CC2)OC1=O,-14.7%,-2.1%,14.4,-2.5%,10.4%,-21.8%,-13.0%
COc1cc(NC(=O)c2ccc(Cn3ccn4nc5c(c4c3=O)CCCC5)cc2)cc(OC)c1OC,-25.3%,?,4.7,-22.1%,2.0%,23.8%,?
COc1cccc(CNC(=O)C(NS(=O)(=O)c2ccc3nc(C)sc3c2)C(C)C)c1 (centres undefined),·,·,-5.0,-11.3%,·,?,·
COc1ccc(S(=O)(=O)N2CCC3(CC2)CC(CC(=O)NC2CC2)CCO3)cc1 (centres undefined),?,-10.2%,13.1,2.3%,4.7%,15.0%,2.4%
CCOCCCNC(=O)c1cc2c(-c3ccc(OC)c(OC)c3)nn(C)c2s1,·,·,16.9,-17.1%,·,34.6%[activator],·
CCC(=O)Oc1cc(C(C)(C)C)cc2cc(-c3nc(-c4ccc(OC)cc4OC)no3)c(=O)oc12,·,·,55.7,9.2%,·,14.6%,·
